Compound activity deposited in PubChem by several laboratories.
M4 PAM: CHRM4 positive allosteric modulation; P08173; CHO-K1 hM4/Gqi5, Fluo-8 calcium fluorescence, ACh EC20; 0% = ACh EC20, 100% = maximal ACh; activation, % at 3 µM; hit rate 0.4% among 360,000; AID 624126;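 active = activation above its plate's cutoff, the mean activation of sample wells plus 3 SD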; note: some results filed as inactive read as strong as hits
CRFR2-BP antag: blocks CRF-induced signaling of the CRF-BP/CRF-R2 complex; HEK293 CRF-R2/CRF-BP, CRF-induced calcium fluorescence; inhibition, % at 11.8 µM; hit rate 0.59% among 350,000;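 active = inhibition of the ligand-induced calcium signal above about 50% at the single tested concentration, limit read from the data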
MEKK3 PB1 HTS: modulators (inhibitors or enhancers) of MEK5 binding to human MEKK3 PB1 domain; AID 1529; bead-based flow cytometry, Alexa488-MEK5 binding to MEKK3; actives lie on both sides; 0 = blocked by unlabeled MEK5, 100 = vehicle; hit rate 1.4% among 290,000; binding response (% of control), % at 10 µM;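 active = binding response more than 3 SD above or below the average of its plate-row segment, actives on both sides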;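 note: Alexa488 bead fluorescence after subtracting the streptavidin-only scavenger bead signal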
p-CIP stab down: compounds decreasing mouse p/CIP protein stability | decrease of EGFP signal, % at 10 µM | Q05BA5 | hit rate 0.01% among 290,000 | F442A p/CIP-EGFP cells, EGFP fluorescence, 16 h;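 active = EGFP signal decrease of at least 30% at 10 µM or well 3 SD below plate mean, unless failing retest; inactive = the rest, including hits failing retest or dose response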; note: some compounds called inactive have numbers as strong as hits; many of its hits are not listed in these tables
GalR3 antag: blocks the human galanin receptor 3; HEK293 GalR3-CNG cAMP membrane potential fluorescence; galR3 body fused to GalR1 C-terminus; inhibition, % at 3 µM; AID 651719; hit rate 0.44% among 360,000;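 active = inhibition above the screen-wide average plus 3 SD, cut at about 13% in these data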;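 note: forskolin and galanin both at EC90 stimulate the cells; cAMP rise reported by CNG channel membrane potential dye signal; 0% = forskolin plus galanin with DMSO and 100% = forskolin alone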
IDE inh: inhibitors of human insulin-degrading enzyme in cells. P14735. HEK cells, FAbetaB cleavage, fluorescence polarization. inhibition, % at 5.59 µM. hit rate 0.41% among 320,000. AID 434962;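 active = percent inhibition above the average of all tested compounds plus 3 SD, set per screening campaign, cut at about 16% in these data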;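 note: IDE supplied by intact live HEK cells; FP after avidin binding of uncleaved biotin substrate so inhibition keeps polarization high; 0% = DMSO wells and 100% = 60 µM reference IDE inhibitor Ii1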
PHOSPHO1 block: blocks human PHOSPHO1 phosphatase activity; hit rate 1.1% among 290,000; Q8TCT1; recombinant PHOSPHO1, absorbance phosphatase assay; inhibition, % at 13.3 µM; in the data active = inhibition above about 60%
IDE act: activators of human insulin-degrading enzyme in cells | P14735 | HEK cells, FAbeta-B cleavage, fluorescence polarization; 0% vehicle, 100% cell-free pure enzyme wells | activation, % at 5.96 µM | hit rate 0.073% among 340,000 | AID 493087;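 active = activation above the mean of all tested compounds plus 3 SD, set per screening campaign, cut at about 17% in these data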
CRFBP-R2 agonist: CRF-BP/CRF-R2 complex agonism; activation, % at 13.2 µM; hit rate 0.46% among 350,000; HEK293 CRF-R2/CRF-BP, calcium dye fluorescence (FLIPR); percent of saturating CRF peptide response;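 active = activation of at least 50%, plus an integration ratio under a set limit after plate pattern correction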;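 note: plate controls were neutral control wells without compound for no effect and CRF at EC100 for full effect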
Active calls of the source: *; · = not tested or not shown; [ ] = remark or other dose. An unsorted share of the library (roughly 4.2% active in at least one column).

SMILES	M4 PAM	CRFR2-BP antag	MEKK3 PB1 HTS	p-CIP stab down	GalR3 antag	IDE inh	PHOSPHO1 block	IDE act	CRFBP-R2 agonist
Cc1ccc(C)c(N(CC(=O)N/N=C/c2ccc(-c3ccc([N+](=O)[O-])cc3)o2)S(=O)(=O)c2ccccc2)c1	-3	-26	94	-20	-2	-3	37	5	15
Cc1cccc(OCCC(=O)NCC(c2ccccc2)N(C)C)c1 (centres undefined)	-7	10	93	1	-3	-1	-11	1	2.9
O=C(CSc1ncc(-c2ccc(F)cc2)[nH]1)NCc1ccco1	-2	16	87	-1	-3	-1	74*	2	-1.9
CC(C)(C)c1ccc(CN2C(=O)CSC2=O)cc1	-15	12	110	10	0	-1	28	-2	0.7
COc1ccc(C(=O)Nc2ccnn2C2CCN(C3CCC3)CC2)cc1	2	9	100	-14	-2	-1	5	-2	0.3
Cc1cccc(COc2ccc(/C=N/NC(=O)c3nnn(-c4nonc4N)c3CN3CCCCC3)cc2)c1	-2	-4	108	7	-7	-2	18	6	2.0
CCC(=O)c1ccc(OCC(=O)OCC(=O)NC2CCCCCCC2)cc1	-4	-1	103	-12	-1	-1	8	3	1.3
Cc1cc(NS(=O)(=O)c2ccccc2)c(C)c(Cl)c1O	6	-26	90	-2	3	3	4	4	5.7
COC(=O)CCC(=O)N(C)CC1CCCN(CCc2cccc(C(F)(F)F)c2)C1 (centres undefined)	-6	-2	112	4	-13	2	18	0	-0.6
O=C1CCCN1CCCNS(=O)(=O)c1ccc(Br)cc1	2	6	97	-7	-3	-2	-3	-3	-1.4
COc1cccc(NC(=O)CN(C)C(=O)c2ccc(-c3cccc(C(F)(F)F)c3)o2)c1	-4	-10	·	·	-4	0	·	7	0.9
COC(=O)[C@H](Cc1ccccc1)NCCCn1cnc(C(=O)Nc2ccc(C)c(C)c2)n1	-7	-9	·	·	-5	·	·	1	-1.8

Exported with each value named: two of the compounds above.
O=C1CCCN1CCCNS(=O)(=O)c1ccc(Br)cc1
  M4 PAM: 2
  CRFR2-BP antag: 6
  MEKK3 PB1 HTS: 97
  p-CIP stab down: -7
  GalR3 antag: -3
  IDE inh: -2
  PHOSPHO1 block: -3
  IDE act: -3
  CRFBP-R2 agonist: -1.4
Cc1cccc(OCCC(=O)NCC(c2ccccc2)N(C)C)c1 (centres undefined)
  M4 PAM: -7
  CRFR2-BP antag: 10
  MEKK3 PB1 HTS: 93
  p-CIP stab down: 1
  GalR3 antag: -3
  IDE inh: -1
  PHOSPHO1 block: -11
  IDE act: 1
  CRFBP-R2 agonist: 2.9

(listing goes on)
SMILES	M4 PAM	CRFR2-BP antag	MEKK3 PB1 HTS	p-CIP stab down	GalR3 antag	IDE inh	PHOSPHO1 block	IDE act	CRFBP-R2 agonist
COc1ccc(C(=O)N/N=C/c2cc3ccccc3[nH]c2=S)cc1	-9	1	94	-14	-7	5	91*	-9	0.3
OCCCN1CCN(CCOc2ccccc2-c2ccccc2)CC1	0	-7	89	5	-5	-4	4	-4	-1.1
O=c1[nH]c2ccc(S(=O)(=O)N3CCCCC3)cc2s1	-5	14	103	0	·	-1	33	3	-2.4
Cc1ccc(C)c(C(C)NC(=S)NCc2ccc(F)cc2)c1 (centres undefined)	-9	-12	107	-20	-3	8	-13	-3	8.8
CCC1=NC(c2ccccc2Cl)N(O)C1(C)C (centres undefined)	4	-5	104	-8	-7	3	-9	7	0.0
COC(=O)C(C)Oc1cc(C)ccc1COc1ccc(-n2nc(C)n(C(F)F)c2=O)cc1 (centres undefined)	-8	3	·	·	-3	3	·	4	2.8
CC(=O)c1ccc2c(c1)N(C)c1ccccc1S2	5	-11	111	10	-1	7	21	1	6.2
COc1cccc(F)c1C(C[N+](=O)[O-])c1c(N)n(C)c(=O)n(C)c1=O (centres undefined)	-2	8	109	-3	5	6	33	-1	-3.2
CC(Oc1cccc(Cl)c1)C(=O)Nc1cc(S(=O)(=O)N2CCCCC2)ccc1N1CCOCC1 (centres undefined)	-8	1	·	·	-1	5	·	0	0.9
CCN1CCc2c(sc(NC(=O)Cc3ccccc3)c2C(=O)OC)C1	0	27	99	0	·	0	31	-3	-1.0
Cc1ccc(CNC(=O)C2CCN(S(=O)(=O)c3cccs3)CC2)cc1	-4	14	99	4	-10	6	12	3	-1.2
Cc1ccc(N(CC(=O)NC2CCCC2)C(=O)CCC(=O)Nc2ccccn2)cc1C	5	-6	99	2	-12	4	32	-3	-0.5

A few values from the list.
PHOSPHO1 block, `Cc1ccc(C)c(C(C)NC(=S)NCc2ccc(F)cc2)c1` (centres undefined) = -13
CRFR2-BP antag, `COC(=O)C(C)Oc1cc(C)ccc1COc1ccc(-n2nc(C)n(C(F)F)c2=O)cc1` (centres undefined) = 3
IDE inh, `OCCCN1CCN(CCOc2ccccc2-c2ccccc2)CC1` = -4
CRFR2-BP antag, `Cc1ccc(CNC(=O)C2CCN(S(=O)(=O)c3cccs3)CC2)cc1` = 14
IDE inh, `COc1cccc(F)c1C(C[N+](=O)[O-])c1c(N)n(C)c(=O)n(C)c1=O` (centres undefined) = 6
IDE inh, `CC(Oc1cccc(Cl)c1)C(=O)Nc1cc(S(=O)(=O)N2CCCCC2)ccc1N1CCOCC1` (centres undefined) = 5

Following part:
SMILES	M4 PAM	CRFR2-BP antag	MEKK3 PB1 HTS	p-CIP stab down	GalR3 antag	IDE inh	PHOSPHO1 block	IDE act	CRFBP-R2 agonist
CC1CCc2nn(CC(=O)Nc3ccc(F)cc3F)cc2C1 (centres undefined)	4	5	101	-8	-3	2	18	4	-1.8
O=C(NN=Cc1ccc(Cl)cc1Cl)c1ccccc1	0	-12	·	·	-2	·	·	·	-1.8
Cc1ccc(S(=O)(=O)N2CCOCC2)cc1NC(=O)CSc1nnnn1C1CC1	-1	17	·	·	0	·	·	·	-0.4
O=C(Nc1nnc(CCN2CCCCC2)s1)c1ccc(Cl)cc1Cl	3	-7	103	-6	-2	0	28	6	1.8
Cc1nnc(SCC(=O)N2CCN(C(=O)c3ccco3)CC2)n1-c1ccccc1	2	14	114	4	-6	-1	27	1	2.4
Cc1csc(NC(=O)c2ccccc2[N+](=O)[O-])n1	10	9	100	-7	-3	2	-9	1	-0.7
COC(=O)Nc1cc(C)nc2ccccc12	1	5	87	-1	-1	0	7	4	-1.4
CCC(=O)Nc1c2c(nn1-c1ccc(F)cc1)CS(=O)(=O)C2	-6	-13	97	2	-6	0	-29	-1	-1.3
COc1ccc(CC(=O)Oc2cc(C)ccc2C)cc1	-1	25	100	-8	-5	2	-30	2	-3.4
O=C(Nc1cccc2ccccc12)c1cccc([N+](=O)[O-])c1	0	-16	101	-4	-9	11	37	1	0.6
Cc1cc(C)c(OCCN2CCCC2)c(Cl)c1	-8	-9	112	-1	-4	-7	30	-1	0.7
COc1ccc(C/C(C)=N/NC(=S)Nc2ccccc2)cc1	-2	-5	95	5	-7	10	-12	2	0.8

Some of the entries above, reformatted:
M4 PAM | CRFR2-BP antag | MEKK3 PB1 HTS | p-CIP stab down | GalR3 antag | IDE inh | PHOSPHO1 block | IDE act | CRFBP-R2 agonist | SMILES
-8 | -9 | 112 | -1 | -4 | -7 | 30 | -1 | 0.7 | Cc1cc(C)c(OCCN2CCCC2)c(Cl)c1
-1 | 17 | · | · | 0 | · | · | · | -0.4 | Cc1ccc(S(=O)(=O)N2CCOCC2)cc1NC(=O)CSc1nnnn1C1CC1
0 | -16 | 101 | -4 | -9 | 11 | 37 | 1 | 0.6 | O=C(Nc1cccc2ccccc12)c1cccc([N+](=O)[O-])c1
2 | 14 | 114 | 4 | -6 | -1 | 27 | 1 | 2.4 | Cc1nnc(SCC(=O)N2CCN(C(=O)c3ccco3)CC2)n1-c1ccccc1
-6 | -13 | 97 | 2 | -6 | 0 | -29 | -1 | -1.3 | CCC(=O)Nc1c2c(nn1-c1ccc(F)cc1)CS(=O)(=O)C2

Continued:
SMILES	M4 PAM	CRFR2-BP antag	MEKK3 PB1 HTS	p-CIP stab down	GalR3 antag	IDE inh	PHOSPHO1 block	IDE act	CRFBP-R2 agonist
C/C(=N\NC(=O)c1ccc(-c2ccccc2)cc1)C1C(=O)c2ccccc2C1=O	8	41	47*[inhibitor]	-19	-5	0	28	-3	15
Cc1ccc(-c2csc3nc(C)n(-n4c(C)ccc4C)c(=O)c23)o1	-7	19	94	-4	-6	1	7	-3	-1.0
Cn1c(=O)c2c(ncn2CC(=O)N2CCN(S(=O)(=O)c3ccc(F)cc3)CC2)n(C)c1=O	7	3	·	·	-7	-2	·	3	-0.3
COc1ccc(OC)c(NC(=O)[C@H]2CC=CC[C@H]2C(=O)O)c1	-1	17	98	11	-3	-4	-2	-1	-2.6
Cc1ccc(C(=O)N/C(=C\c2ccc(-c3ccc(Br)cc3)o2)C(=O)NCCCN(C)C)cc1	2	41	106	-3	-8	-7	-2	7	0.8
COc1ccc(S(=O)(=O)N(Cc2ccccc2)c2ccccc2C(=O)O)cc1	1	-1	99	0	-9	2	-8	6	0.0
O=C(O[C@@H]1OC2COC(=O)c3cc(O)c(O)c(O)c3-c3c(cc(O)c(O)c3O)C(=O)O[C@@H]([C@H]1O)[C@@H]2O)c1cc(O)c(O)c(O)c1	18	8	92	1	·	7	6	-9	1.6
CC1CCCC(C)N1/N=C/c1cccc([N+](=O)[O-])c1 (centres undefined)	4	3	102	-8	1	-3	14	7	0.0
Cc1ccc(NCc2nnc(SCC(=O)Nc3ccccc3)n2CC2CCCO2)c(C)c1 (centres undefined)	13	-8	102	-2	-5	4	20	2	-1.0
O=C(CN1c2cccc3cccc(c23)S1(=O)=O)N1CCN(c2ccc(F)cc2)CC1	-5	4	·	·	-3	1	·	4	-1.1
COc1ccc(-c2ccc(CCC(=O)O)n2CC2CCCO2)cc1 (centres undefined)	10	14	118	-2	-2	4	-4	-2	0.3
O=C(Cc1c(F)cccc1Cl)NNC(=O)c1cccs1	3	-2	·	·	-2	2	·	6	2.6
Cn1ccc(C(=O)Nc2cccnc2Cl)n1	2	-1	101	7	-1	·	·	6	-1.4
CCC(C)NC(=O)CNC(=S)N(Cc1ccccc1F)C1CCCCC1 (centres undefined)	1	-27	60	-3	3	-4	24	-3	-0.4
COc1ccc(NC(=S)NCc2ccccc2Cl)c(OC)c1	-16	50	101	4	-4	4	·	3	-2.5
CCCc1ccc2oc(C(=O)N3CCNC(=O)C3CC(=O)OC)c(C)c2c1 (centres undefined)	1	-4	105	-10	-4	9	4	0	-0.3
COc1cc(/C=N/NC(=O)C(=O)NCc2cccnc2)cc(OC)c1OC	2	17	103	0	-1	-2	-24	0	0.0
c1ccc(CN(Cc2ccccc2)c2nn[nH]n2)cc1	4	2	111	1	-6	2	37	6	0.8
COc1ccc(C(=O)Oc2ccc(Br)cc2C(=S)N2CCOCC2)cc1	2	-11	99	-14	-10	1	10	8	0.4
CCCCCc1ccc(OCCCC[n+]2cccc(C)c2)c(CCCCC)c1	-17	-92	72	-13	-5	5	41	0	34
CCn1c(SCc2nc3sc(C(=O)O)c(C)c3c(=O)[nH]2)nnc1-c1ccc(Cl)cc1	-2	5	103	3	-6	-3	27	4	2.0
O=C(c1ccccc1Br)N1CCN(Cc2ccc3c(c2)OCO3)CC1	-2	-1	108	-2	-3	6	51	1	0.8
CC1=CC(=O)C(C(C)=Nc2ccccc2Cl)C(=O)O1 (centres undefined)	11	-8	101	-4	-3	9	-14	9	0.7
COCCNC(=O)Cn1cc(C(=O)c2ccco2)c2ccccc21	11	-8	93	1	-5	-2	4	-4	1.0
O=C(Cc1ccccn1)c1ccc(Cl)cc1	1	4	·	·	-4	0	·	-3	-1.2
COc1ccc(C(=O)[C@H]2[C@H]3C(=O)N(c4ccc(C)cc4)C(=O)[C@H]3C3C=CC=NN32)cc1 (some centres undefined)	-4	5	51	2	-4	-1	19	·	0.1
